KCNQ1 block – blocks the human KCNQ1 potassium channel. CHO-K1 KCNQ1, FluxOR thallium flux fluorescence; active compounds read high. B-score at 10 µM. actives 1.3% (n = 310,000). AID 2642;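 active means compounds whose thallium flux B-score, printed positive for inhibition, exceeds three library SD while starting fluorescence stays within three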;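 further: channel opened by potassium depolarization with thallium stimulus after 20 min compound exposure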
Target sequence (P51787 whole entry, looked up): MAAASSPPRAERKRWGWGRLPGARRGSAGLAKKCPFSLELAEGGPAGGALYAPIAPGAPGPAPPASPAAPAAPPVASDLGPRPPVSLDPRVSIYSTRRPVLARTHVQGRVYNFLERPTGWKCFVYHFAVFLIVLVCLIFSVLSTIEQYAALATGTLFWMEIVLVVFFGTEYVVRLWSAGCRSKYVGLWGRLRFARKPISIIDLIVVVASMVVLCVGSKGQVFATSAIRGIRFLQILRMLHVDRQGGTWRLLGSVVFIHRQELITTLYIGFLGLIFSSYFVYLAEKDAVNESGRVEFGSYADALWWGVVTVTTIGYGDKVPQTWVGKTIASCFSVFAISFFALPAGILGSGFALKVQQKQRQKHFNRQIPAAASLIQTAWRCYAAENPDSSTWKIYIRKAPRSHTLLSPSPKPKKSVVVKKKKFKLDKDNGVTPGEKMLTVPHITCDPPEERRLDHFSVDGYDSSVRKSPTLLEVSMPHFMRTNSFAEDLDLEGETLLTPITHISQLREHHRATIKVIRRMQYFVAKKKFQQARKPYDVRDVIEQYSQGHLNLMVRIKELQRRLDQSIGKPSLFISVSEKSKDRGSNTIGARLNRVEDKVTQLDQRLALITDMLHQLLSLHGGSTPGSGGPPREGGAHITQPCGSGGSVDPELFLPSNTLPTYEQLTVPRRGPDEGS
KCNQ1 act – potentiators or activators of human KCNQ1 potassium channel; B-score at 10 µM; actives 0.35% (n = 310,000); AID 2648; CHO-K1 KCNQ1, thallium flux FluxOR fluorescence; active compounds read high;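 active means fluorescence ratio B-score, a plate-corrected score, at least three library SD, with initial intensity B-score within 5 SD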
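System: CHO-K1 cells stably expressing KCNQ1 / Medium: assay buffer for compound exposure, DMSO matched across wells / Reagent: thallium- and potassium-containing depolarizing buffer / Compound: one concentration, matched DMSO / Incubation: 20 min compound pretreatment at room temperature / Measured by: kinetic FluxOR fluorescence, 10 s baseline plus 110 s post-stimulus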
RGS4 inh – inhibitors of human RGS4 | B-score at 10 µM | P49798 | actives 0.45% (n = 310,000) | HEK293 M3R/RGS4 inducible, Fluo-4 calcium flux; active compounds read high; triggered by carbachol at its EC20;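 active means B-score, a plate-corrected calcium signal, over three deviations above library mean, with baseline fluorescence within five deviations of library mean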;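 further: RGS4 expression induced by doxycycline in cells with stable M3 receptor; B-score is computed from the integrated fluorescence ratio over baseline after carbachol; higher B-score means a larger calcium signal and so more RGS4 inhibition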
hERG protect – compounds protecting human hERG from proarrhythmic drug block; CHO-hERG, FluxOR thallium flux, dofetilide IC70 present; activation (rescue from dofetilide block), less the hit threshold, % at 10 µM; actives 0.51% (n = 310,000);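 active means activation above the mean of controls blocked by dofetilide plus 5 SD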;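 further: thallium influx through hERG after potassium depolarization seen as dye fluorescence rise; in these data hits start at about 4.7%; inactives centre near -7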
KCNK3 block – human KCNK3 channel inhibition, primary screen; O14649; CHO-KCNK3 thallium flux, FluxOR fluorescence; active compounds read low; B-score at 10 µM; actives 0.84% (n = 340,000);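 active means B-score under library mean minus 4 SD, starting fluorescence ratio at most library mean plus 5 SD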;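 further: more negative B-score means stronger inhibition of thallium flux through KCNK3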
Target sequence (O14649 whole entry, looked up): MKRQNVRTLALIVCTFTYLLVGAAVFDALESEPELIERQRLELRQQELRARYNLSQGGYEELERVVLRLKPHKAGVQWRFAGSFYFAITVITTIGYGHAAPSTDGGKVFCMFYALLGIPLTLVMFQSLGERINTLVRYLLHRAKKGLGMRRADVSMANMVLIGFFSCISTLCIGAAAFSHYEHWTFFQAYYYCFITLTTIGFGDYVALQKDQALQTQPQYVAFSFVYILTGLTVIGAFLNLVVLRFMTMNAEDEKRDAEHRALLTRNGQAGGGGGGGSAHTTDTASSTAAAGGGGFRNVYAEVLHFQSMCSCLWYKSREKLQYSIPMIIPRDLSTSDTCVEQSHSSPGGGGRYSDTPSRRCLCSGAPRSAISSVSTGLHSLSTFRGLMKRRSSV
SKKanGAS inh – blocks kanamycin growth of S. pyogenes SKKanGAS strain; actives 1.3% (n = 300,000); BacTiter-Glo, 6 h; inhibition, % at 7.5 µM;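 active means mean replicate score, as percent of positive control median, at least 50; inconclusive means mean below 50 but one replicate at or above 50; inactive means mean and every replicate below 50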;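 further: strain carries kanamycin resistance gene driven by streptokinase promoter and grows in 40 µg/ml kanamycin; loss of luminescence reflects streptokinase promoter inhibition or plain growth inhibition; 0% = median of DMSO wells and 100% = positive control at its reference dose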
TMEM16A act – activators or potentiators of mouse TMEM16A chloride channel; Q8BHY3; AID 623877; actives 0.3% (n = 340,000); B-score at 10 µM; HEK293 TMEM16A/YFP-H148Q/I152L, iodide quench fluorescence; active compounds read low;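 active means fluorescence-ratio B-score plate-corrected deviation score at least 3 library SD below zero, with starting fluorescence score within 5 deviations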;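 further: channel opened by trigger with iodide after compound preincubation; score built on the fluorescence ratio of max minus min over baseline; more negative score means more quench and so TMEM16A activation or potentiation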
ANO1 block – blocks the mouse calcium-activated chloride channel TMEM16A | HEK293 TMEM16A/YFP iodide influx fluorescence, ionomycin | AID 588511 | normalized B-score (activity score, 25-100; higher = stronger inhibition) at 10 µM | Q8BHY3 | actives 1.2% (n = 310,000);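 active means ratio plate-corrected score three or more library SD toward inhibition, starting fluorescence score within five deviations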;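 further: score derived from kinetic fluorescence span divided by baseline fluorescence per well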
HDAC3 inhib – human HDAC3 inhibition; actives 0.15% (n = 320,000); recombinant HDAC3, fluorogenic peptide/trypsin coupled, fluorescence; O15379; inhibition, % at 8.3 µM; in the data active means inhibition above about 26%, passing the limit was not always enough; inconclusive means no clear call, values can overlap the other calls
KCNK9 inh – human KCNK9 channel inhibition. actives 1.2% (n = 310,000). HEK293 KCNK9, FluxOR thallium flux fluorescence; active compounds read low. B-score at 10 µM. Q9NPC2;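 active means ratio B-score over 3 SD below the library mean, with starting fluorescence within 5 SD of its mean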;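 further: negative B-score means less thallium flux so channel inhibition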
RGS4 pot – potentiators or activators of RGS4. HEK293 M3R/inducible RGS4, carbachol calcium flux Fluo4; active compounds read low. B-score at 10 µM. actives 0.92% (n = 310,000);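 active means B-score of the integrated calcium signal more than 4 SD below the library mean, with starting fluorescence not abnormally high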;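 further: negative B-score means reduced calcium response which marks RGS4 activation or potentiation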
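System: HEK293 FlpIn-TREx cells, stable M3R, doxycycline-inducible RGS4. Timing: overnight RGS4 induction, 30 min dye load 37 °C, 20 min compound RT. Also added: carbachol, ECmax concentration. Measured by: Fluo4 fluorescence kinetic imaging of calcium. Evaluation: integrated calcium ratio converted to B score.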
The depositor's hits bear a star; i = inactive; ? = inconclusive; . = no result given.

#	Compound	ANO1 block	SKKanGAS inh	KCNK9 inh	RGS4 pot	hERG protect	TMEM16A act
1	O=C(c1ccc(F)cc1)N1CCN(c2ccc(N3CCOCC3)nn2)CC1	i	-5	i	i	-10	i
2	Cc1cc(Cl)ccc1OCC(=O)NCc1ccncc1	i	-8	i	i	0	i
3	O=C(NCC(c1ccco1)N1CCCCC1)c1ccc(NS(=O)(=O)c2ccc(F)cc2)cc1 (configuration not stated)	i	-9	i	i	-17	i
4	CCOCc1nnc(NC(=O)c2cc(OC)c(OC)c(OC)c2)s1	i	-9	i	i	-24	i
5	Cn1c(=O)c2c(nc(NC3CCCC3)n2C)n(C)c1=O	i	1	i	i	-5	i
6	COc1cccc2c1OCC(C(=O)O)C2 (configuration not stated)	i	2	i	i	-4	i
7	COc1ccc(S(=O)(=O)N2CC(O)CC2C(=O)OCC(=O)Nc2ccc(Cl)cn2)cc1 (configuration not stated)	i	-4	i	i	-13	i
8	O=C(Nc1ccc(F)c(Cl)c1)c1cncs1	i	-3	i	i	-2	i
9	CC(=O)CN1C(=O)NC(c2ccccc2)(c2ccccc2)C1=O	i	2	i	i	-4	i
10	CC(C)Cc1nc(SCC(=O)N2CCOCC2)c2c(=O)n(C)c(=O)n(C)c2n1	i	0	i	i	-8	i
11	C#CCSc1nc(-c2cccs2)ccc1C#N	i	6	i	i	-7	i
12	S=C(Nc1ccccc1)N1CCCCCCC1	i	5	i	i	-4	-4.6*
13	Cc1cc(C(=O)N2CCN(c3ccccc3)CC2)no1	i	5	i	i	-9	i
14	COc1cc(C2C(C#N)=C(C)NC3=C2C(=O)CC(C)(C)C3)cc(OC)c1O (configuration not stated)	i	-1	i	i	-6	i
15	CCN(CC)CCCNC(=O)c1sc2ncn(CC(=O)Nc3ccc(C)c(Cl)c3)c(=O)c2c1C	i	13	i	i	-6	i

#	KCNQ1 act	KCNK3 block	KCNQ1 block	HDAC3 inhib	RGS4 inh
1	i	i	i	-7	i
2	i	i	i	0	i
3	i	i	i	0	i
4	i	i	i	-3	i
5	i	i	i	3	i
6	i	i	i	1	i
7	i	i	i	-3	i
8	i	i	i	-1	i
9	i	i	i	-2	i
10	i	i	i	-5	i
11	i	i	i	-9	i
12	i	i	i	-4	i
13	i	i	i	13	i
14	i	i	i	-9	i
15	i	i	i	4	i

More entries.
#	Compound	ANO1 block	SKKanGAS inh	KCNK9 inh	RGS4 pot	hERG protect	TMEM16A act
16	COc1cc(NC(=O)C(C)Oc2ccccc2)ccc1NC(=O)COc1ccccc1 (configuration not stated)	i	?	i	i	-4	i
17	Cc1ccc(Cn2cccc(NC(=O)NC3CCCCC3)c2=O)cc1	i	0	i	i	-5	i
18	COc1ccc(C(=O)N(CCCO)C(C)C(=O)NC2CCCCC2)cc1OC (configuration not stated)	i	5	i	i	-11	i
19	CCC(C)(C)n1nnnc1C(c1ccc(C)cc1)N1CCCC1 (configuration not stated)	i	4	i	i	-12	i
20	CC1=C(c2ccc(C(C)C)cc2)S(=O)(=O)N=C1N1CCN(C(=O)c2ccco2)CC1	i	-1	i	i	-6	i
21	CCOCCCNC(=O)c1cn(CC(C)C)c(=O)c2c1c1ccccc1n2C	i	11	i	i	-10	i
22	CC(=O)Nc1ccc(C)c(NC(=S)Nc2ccc(F)cc2)c1	i	19	i	i	-9	i
23	Cc1c(C)c2ccc(OC(C)C(=O)NC3CC(C)(C)NC(C)(C)C3)cc2oc1=O (configuration not stated)	i	-3	i	i	-5	i
24	O=C(Nc1ccc2c(c1)OCCO2)NC1CCCCC1	i	0	i	i	1	i
25	Cc1ccc(CSc2nc3sc(C)c(C)c3c(=O)n2Cc2ccco2)cc1	i	78*	i	i	-13	i
26	CC(=O)Nc1cccc(N2C(=O)CC(Cc3ccccc3)C2=O)c1 (configuration not stated)	i	-7	i	i	-6	i
27	COc1ccccc1NC(=O)/C(C#N)=C/c1cc([N+](=O)[O-])ccc1N1CCCC1	i	11	i	i	-6	i
28	CCCCC(=O)NC(=S)Nc1ccccc1C(=O)Nc1ccccc1	i	-2	i	i	-3	i
29	CCSc1nnc(NC(=O)Cn2cnc3c2c(=O)n(C)c(=O)n3C)s1	i	-5	i	i	2	i
30	O=C(CSc1ccccc1)NCc1ccccc1	i	1	i	i	-3	i

#	KCNQ1 act	KCNK3 block	KCNQ1 block	HDAC3 inhib	RGS4 inh
16	i	i	i	7	i
17	i	i	i	-3	i
18	i	i	i	0	i
19	i	i	i	-6	i
20	i	i	i	1	i
21	i	i	i	-4	i
22	i	i	i	1	i
23	i	i	i	-50	i
24	i	i	i	-3	i
25	i	i	i	2	i
26	i	i	i	-4	i
27	i	i	i	2	i
28	i	i	i	-1	i
29	i	i	i	1	i
30	i	i	i	6	i

Further structures:
#	Compound	ANO1 block	SKKanGAS inh	KCNK9 inh	RGS4 pot	hERG protect	TMEM16A act
31	CN1CC(=O)N(CCOc2ccccc2)C1=O	i	10	i	i	2	i
32	N#Cc1c(/N=C/c2ccco2)oc(-c2ccccc2)c1-c1ccccc1	i	-3	i	i	-7	i
33	COCCNC(=O)C(c1ccc(C)cc1)N(C(=O)CCC(=O)Nc1ccccn1)c1ccc(C)cc1 (configuration not stated)	i	0	i	i	-6	i
34	CC1(C)CC(Cc2nc(=S)[nH][nH]2)C(=O)O1 (configuration not stated)	i	-17	i	i	-3	i
35	COc1ccccc1C(OC(=O)c1cccs1)C(=O)NCC1CCCO1 (configuration not stated)	i	3	i	i	4	i
36	Cc1ccc2nc(-c3ccc(SCC(=O)Nc4nnc(C)s4)nc3)[nH]c2c1	i	-1	i	i	-12	i
37	Cc1ccoc1C(=O)NCCNC(=O)c1occc1C	i	18	i	i	-9	i
38	O=C(COC(=O)C1CCN(S(=O)(=O)c2cccc3cccnc23)CC1)c1ccc(F)cc1	i	-6	i	i	-4	i
39	Cc1ccc(S(=O)(=O)c2nc(-c3cccs3)oc2NCCCN(C)C)cc1	i	-16	i	i	-9	i
40	O=C(NCCS(=O)(=O)N1CCN(c2ccccc2F)CC1)c1ccco1	i	-9	i	i	-11	i
41	Cc1ccc2c(c1)CCCN2C(=O)c1c(C)noc1C	i	-2	i	i	-9	i
42	NS(=O)(=O)c1ccc(CCNC(=O)C2CCN(S(=O)(=O)c3ccccc3)CC2)cc1	i	-1	i	i	-3	i
43	O=C(/C=C/c1ccc(Cl)cc1)NC(=S)Nc1ccc(N2CCOCC2)c(Cl)c1	i	28	i	i	-6	i
44	Cc1ccccc1C(=O)NC(NCc1ccco1)C(Cl)(Cl)Cl (configuration not stated)	i	-3	i	i	-12	i
45	CC(C)c1ccc(N(CC(=O)NN=C2CCN(C)CC2)S(=O)(=O)c2ccccc2)cc1	i	-9	i	i	-3	i

#	KCNQ1 act	KCNK3 block	KCNQ1 block	HDAC3 inhib	RGS4 inh
31	i	i	i	2	i
32	i	i	i	-4	i
33	i	i	i	5	i
34	i	i	i	21	i
35	i	i	i	1	i
36	i	i	i	.	i
37	i	i	i	.	i
38	i	i	i	-9	i
39	i	i	i	-1	i
40	i	i	i	-6	i
41	i	i	i	-1	i
42	i	i	i	3	i
43	i	i	i	-1	i
44	i	i	i	3	i
45	i	i	i	7	i

Other structures:
#	Compound	ANO1 block	SKKanGAS inh	KCNK9 inh	RGS4 pot	hERG protect	TMEM16A act
46	Cc1[nH]c(C)c(S(=O)(=O)N2CCN(c3ccccc3F)CC2)c1C(=O)N1CCCCC1	i	-1	i	i	-10	i
47	O=c1cc(CN2CCN(S(=O)(=O)c3ccc4c(c3)OCCO4)CC2)c2ccc(O)cc2o1	i	-4	i	i	3	i
48	CC(=O)c1ccc(NC(=O)N2CCc3ccccc3C2)cc1	i	5	i	i	-7	i
49	Cc1ccc2cc(CN(CCCN(C)C)C(=O)NCc3ccccc3)c(=O)[nH]c2c1C	i	-1	i	i	-6	i
50	COCCCNC(=O)C1CCN(C(=O)c2oc3cc4sc(N(C)C)nc4cc3c2C)CC1	i	-9	i	i	-17	i

#	KCNQ1 act	KCNK3 block	KCNQ1 block	HDAC3 inhib	RGS4 inh
46	i	i	i	-2	i
47	i	i	i	-96	i
48	i	i	i	9	i
49	i	i	i	-5	i
50	i	i	i	-1	i

Eight structures from above, sorted by heavy-atom count, low to high.
#	Compound	ANO1 block	SKKanGAS inh	KCNK9 inh	RGS4 pot	hERG protect	TMEM16A act
41	Cc1ccc2c(c1)CCCN2C(=O)c1c(C)noc1C	i	-2	i	i	-9	i
48	CC(=O)c1ccc(NC(=O)N2CCc3ccccc3C2)cc1	i	5	i	i	-7	i
40	O=C(NCCS(=O)(=O)N1CCN(c2ccccc2F)CC1)c1ccco1	i	-9	i	i	-11	i
39	Cc1ccc(S(=O)(=O)c2nc(-c3cccs3)oc2NCCCN(C)C)cc1	i	-16	i	i	-9	i
43	O=C(/C=C/c1ccc(Cl)cc1)NC(=S)Nc1ccc(N2CCOCC2)c(Cl)c1	i	28	i	i	-6	i
42	NS(=O)(=O)c1ccc(CCNC(=O)C2CCN(S(=O)(=O)c3ccccc3)CC2)cc1	i	-1	i	i	-3	i
46	Cc1[nH]c(C)c(S(=O)(=O)N2CCN(c3ccccc3F)CC2)c1C(=O)N1CCCCC1	i	-1	i	i	-10	i
50	COCCCNC(=O)C1CCN(C(=O)c2oc3cc4sc(N(C)C)nc4cc3c2C)CC1	i	-9	i	i	-17	i

#	KCNQ1 act	KCNK3 block	KCNQ1 block	HDAC3 inhib	RGS4 inh
41	i	i	i	-1	i
48	i	i	i	9	i
40	i	i	i	-6	i
39	i	i	i	-1	i
43	i	i	i	-1	i
42	i	i	i	3	i
46	i	i	i	-2	i
50	i	i	i	-1	i
